Compound activity deposited in PubChem BioAssay by National Center for Advancing Translational Sciences (NCATS).
A549 viability: counter-screen for Nrf2 inhibitors: cytotoxicity in A549 cells | A549 ARE-Fluc cells, CellTiter-Fluor viability, 18-24 h | Potency, µM (series often up to 46 µM), inactives show top-dose activity change, negative = cytotoxicity, actives largely listed as inhibitors | 0.16% of 390,000 active | AID 504648; note: potency is the fitted concentration of half-maximal effect; % is set by controls: 0 for no effect and ±100 for the full control effect
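A549 ARE-Fluc cells in 5% FBS OPTI-MEM, 5000 cells/well, rested 2 h then exposed to compounds in concentration-response for 18-24 h at 37 °C. Viability by CellTiter-Fluor fluorescence (Ex 405/Em 525) after 30 min; luciferase luminescence (BugLite, 15 min, RT) read afterwards.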
HepG2 tox: HepG2 cytotoxicity, counter-screen for TGF-b inhibitors; HepG2 CAGA-GFP viability, ATP luminescence, 18 h; Potency, µM (doses to about 46.1 µM), for the others: top-dose activity change, negative = cytotoxicity, hits mostly cytotoxic; 0.76% of 410,000 active; AID 588856; note: potency is the fitted concentration of half-maximal effect; some results filed as inactive show a strong effect at the top dose
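CellTiter-Glo luminescence gave cytotoxicity after 18 hours at 37 degrees C. The cells were HepG2 CAGA-GFP in 1% FBS DMEM, stimulated with 500 pg/mL TGF-beta after compound addition. %Activity was normalised to no-cell wells (complete cell-killing) and DMSO (no toxicity), and curves were fitted and classified.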
CCT modulator: cytosolic chaperonin activity modulation. 0.3% of 360,000 active. activity change, % (no concentration beside the values), hits read low. purified chaperonin ATPase assay, HTRF ADP detection, 30 min; in the data active = activity change below about -30%; note: % is set by controls: 0 for no effect and ±100 for the full control effect
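Nucleotide hydrolysis assay: TRiC at 20–40 nM final (set by batch activity) with 10 uM ATP, 30 min at 37 °C, in presence of 76 uM compound. Detection by competitive ADP HTRF, 30 min ambient.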
ATXN viability: viability counter-screen for ATXN expression inhibitors; 0.49% of 400,000 active; S2 cells (HEK-293 line with an ATXN2-luciferase reporter) viability, CellTiter-Fluor protease fluorescence, 24 h; Potency, µM (series often up to 56.7 µM), hits mostly cytotoxic; note: potency is the fitted concentration of half-maximal effect; nearly all actives have a fitted effect of over 40% in size
pAkt inh: blocks phosphorylation of Akt; Neuro2A IGF-stimulated pAkt S473 HTRF, 20 min; hits give low values; activity change, % for hits at 50 µM; 0.32% of 360,000 active; AID 651550; in the data active = activity change below about -80%; inconclusive = mostly about -51% to -80%; note: % is set by controls: 0 for no effect and ±100 for the full control effect
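Neuro2A cells in DMEM with 0.5% FBS, overnight at 37 deg C, given compound at single 50 µM final, then IGF (6 nM final) for 20 min at 37 deg C. Lysed; phospho-Akt Ser473 by HTRF after 24 h, 665/615 ratio.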
Mm-Cpn inhibitor: blocks the Methanococcus maripaludis chaperonin Mm-Cpn. purified Mm-Cpn ATPase, ADP Transcreener TR-FRET. Potency, µM (top dose mostly 76.9 µM), for the others: top-dose activity, negative = inhibition, usual class: inhibitors. 0.031% of 330,000 active. AID 504842; note: potency is the fitted concentration of half-maximal effect; % is set by controls: 0 for no effect and ±100 for the full control effect; nearly all actives have a fitted effect of over 80% in size
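Purified archaeal Mm-CPN (25nM final) preincubated 10 min at 37degC with compound, then 10uM ATP for 30 min at 37degC; ADP measured by HTRF Transcreener TR-FRET; buffer 30 mM TRIS pH 7.4, 100mM KCl, 5mM MgCl2, 1mM DTT.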
Nrf2 activator: Nrf2 pathway activation; Potency, µM (titrated, usually from 46.1 µM), for inactives: at the top dose activation, most hits filed as activators; AID 624171; AREc32 ARE-luciferase reporter (MCF7-derived line), luminescence, 24 h; 0.31% of 410,000 active; note: potency is the fitted concentration of half-maximal effect; % of control where 0% means no effect; nearly all actives have a fitted effect of over 65% in size
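Steps: seed AREc32_Fluc cells (1000/well, 5% FBS OPTI-MEM); incubate overnight at 37 deg C; add 23 nL compound; incubate 24 hr; add Steady-Glo; hold 30 min RT; read luminescence.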
Nrf2 inh: inhibitors of Nrf2 signaling; A549 ARE-Fluc reporter, luciferase luminescence, 18-24 h; Potency, µM (series often up to 46 µM), inactives show at the highest dose activity change, negative = inhibition, hits mostly inhibitors; 2.1% of 360,000 active; AID 504444; note: potency is the fitted concentration of half-maximal effect; % is set by controls: 0 for no effect and ±100 for the full control effect; nearly all actives have a fitted effect of over 60% in size
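Concentration-response testing used A549 ARE_Fluc cells at 5000 cells/well. Following an 18-24 h compound incubation, viability was read by fluorescence (Ex 405/Em 525) and luciferase output by luminescence.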
TGFb SMAD3 inh: blocks TGF-b signaling; HepG2 CAGA-GFP TGF-b/SMAD3 reporter, GFP fluorescence, 18 h; TGF-beta stimulated, 500 pg/mL final; 1.2% of 410,000 active; Potency, µM (top dose mostly 46.1 µM), for inactives: top-dose activity, negative = inhibition, actives largely listed as inhibitors; AID 588855; note: potency is the fitted concentration of half-maximal effect; % is set by controls: 0 for no effect and ±100 for the full control effect; nearly all actives have a fitted effect of over 65% in size
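HEPG2 CAGA-GFP cells (1000/well, DMEM with 1% FBS) were pre-incubated 2 h at 37 degrees C, given compound by pin tool, then stimulated with TGF-beta at 500 pg/mL final for 18 h before per-cell GFP fluorescence imaging.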
* marks the source's active call; other numbers are inactive results; i = inactive; ? = inconclusive; / = no result given; [ ] = remark or other dose. Unless noted, calls come from the whole dose curve; as a rule, active = well fitted curve in the direction sought with a large enough effect; inconclusive = small, poorly fitted or top-dose-only effect, or another doubt; inactive = no such curve, though single readings can be large; an effect the other way counts as inactive or inconclusive.

mol	A549 viability	HepG2 tox	CCT modulator	ATXN viability	pAkt inh	Mm-Cpn inhibitor	Nrf2 activator	Nrf2 inh	TGFb SMAD3 inh
O=C(c1cccc([N+](=O)[O-])c1)c1ccc2c(c1)OCCOCCOCCO2	-2%	-4%	-1.1	i	i	-2%	-0.6%	-12%	13%
O=c1c2oc3nc4c(cc3c2ncn1CCCc1ccccc1)CCCC4	-3%	1%	-32*	i	i	1%	-0.5%	16%	5%
CCOC(=O)c1[nH]ncc1CN1CCc2ccc(NC(=O)C3CCCO3)cc2C1 (centres undefined)	1%	2%	-3.6	i	i	0%	-0.6%	1%	3%
COc1ccc2c(c1)c(C(C)=O)c(C)n2-c1ccccc1OC	-19%	44%	1.8	i	i	/	4.9%	-27%	26%
N#Cc1ccccc1S(=O)(=O)N1CCN(C(=O)Cc2coc3cc(O)ccc23)CC1	14%	-7%	-3.4	i	i	-3%	2.2%	9%	-18%
CN1CCC2(CC1)N=C(c1ccc(F)cc1)C(=S)N2C(=O)c1ccccc1	-2%	-2%	0.1	?	i	2%	-0.1%[9.22 µM]	-9%	-5%
O=C(C1CC1)N1CCc2cc(Br)cc(S(=O)(=O)NC3CCCCC3)c21	10%	-11%	0.7	i	-119%*	2%	-0.4%	-11%	-3%
CN(CC(=O)O)Cc1nc2ccccc2[nH]1	-4%	1%	0.1	i	i	1%	0.3%	?	-2%
CCCCn1c(CCC(=O)O)ccc1-c1cccs1	3%	-2%	2.6	i	i	1%	3.0%	-2%	6%
Nc1c(Cl)ncnc1N/N=C/c1cccnc1	1%	42%	-3.7	i	i	0%	3.6%	-13%	?
CC1(c2ccccc2)NC(=O)N(CC(=O)Nc2ccc([N+](=O)[O-])cc2)C1=O (centres undefined)	-6%	-5%	0.8	i	i	-9%	4.6%	-17%	-13%
CCN(Cc1cnn(C)c1)C(=O)c1cc(COc2ccc3c(c2)CCCC3)on1	0%	-30%	-1.5	i	i	0%	1.1%	-57%	-22%
CCCCOc1ccc(C(=O)Nc2ccc(OCC(=O)N3CCOCC3)cc2)cc1	-1%	-19%	-2.2	i	i	0%	0.3%	?	-8%
N=c1n(Cc2ccc(Cl)cc2)c2ccccc2n1CC(O)COc1ccccc1 (centres undefined)	-11%	-167%	-22	/	i	-4%	-2.4%	6%	?
COc1ccc(NC(=O)CSc2ccc(C)cc2)cc1	-3%	-26%	0.6	i	i	0%	2.4%	17%	-1%
COc1cc(Cl)c(C)cc1NC(=O)CCn1cnc2onc(-c3ccc(F)cc3)c2c1=O	-2%	-14%	/	i	/	/	-0.4%	-4%	-26%

With a hit mark in pAkt inh (from the list above):
Compound | CCT modulator | pAkt inh | Mm-Cpn inhibitor | TGFb SMAD3 inh
O=C(C1CC1)N1CCc2cc(Br)cc(S(=O)(=O)NC3CCCCC3)c21 | 0.7 | -119%* | 2% | -3%

Next section:
mol	A549 viability	HepG2 tox	CCT modulator	ATXN viability	pAkt inh	Mm-Cpn inhibitor	Nrf2 activator	Nrf2 inh	TGFb SMAD3 inh
CC(=O)Nc1ccc(C(=O)N2CCCCC2c2cc(C(=O)NCc3cccnc3)no2)cc1 (centres undefined)	/	-4%	-1.2	i	i	/	-0.1%[9.22 µM]	/	-1%
CC(=O)c1c(N2CCN(CCO)CC2)nc(=S)n(-c2ccccc2)c1C	2%	-1%	-1.7	i	i	1%	2.5%	27%	6%
CCc1ccccc1NC(=O)c1cc(C2CC2)on1	-6%	-1%	0.2	i	i	1%	3.0%	4%	-9%
N#CC1=C(N)Oc2cc(O)ccc2C1c1cccnc1 (centres undefined)	1%	0%	-2.6	i	i	-2%	0.0%	-21%	9%
CCCCC(=O)Nc1cc(C(=O)NCCc2ccccc2)ccc1Cl	4%	-3%	-1.4	i	i	2%	-0.5%	?	-5%
Cc1cc(C(=O)NCc2ccccc2Cl)c2ccccc2n1	-5%	0%	-0.4	i	i	2%	6.4%	?	9%
N#Cc1nc(N2CCCCC2)nc(N2CCCCC2)n1	-4%	4%	/	/	/	/	/	2.1µM*	0%
Cc1nc(CS(=O)(=O)c2ccc(Cl)cc2)cc(Sc2ccc(Cl)cc2)n1	-1%	-16%	-0.9	?	i	-8%	-0.3%	/	?

Single records, as listed above:
Record of CCc1ccccc1NC(=O)c1cc(C2CC2)on1 = A549 viability: -6%; HepG2 tox: -1%; CCT modulator: 0.2; ATXN viability: i; pAkt inh: i; Mm-Cpn inhibitor: 1%; Nrf2 activator: 3.0%; Nrf2 inh: 4%; TGFb SMAD3 inh: -9%
Record of CCCCC(=O)Nc1cc(C(=O)NCCc2ccccc2)ccc1Cl = A549 viability: 4%; HepG2 tox: -3%; CCT modulator: -1.4; ATXN viability: i; pAkt inh: i; Mm-Cpn inhibitor: 2%; Nrf2 activator: -0.5%; Nrf2 inh: ?; TGFb SMAD3 inh: -5%

(list continues)
mol	A549 viability	HepG2 tox	CCT modulator	ATXN viability	pAkt inh	Mm-Cpn inhibitor	Nrf2 activator	Nrf2 inh	TGFb SMAD3 inh
CCOC(=O)NN=C1CN(S(=O)(=O)c2ccc(C)cc2)C1	1%	23%	-0.2	i	i	0%	-0.9%	5%	16%
C#CCOCCOCCOCCNc1nc(N2CCN(C(=O)[C@H](CCC(=O)O)n3cc(C(N)CO)nn3)CC2)nc(N2CCN(C(=O)[C@H](Cc3ccc(O)cc3)n3cc(C(N)[C@H](C)CC)nn3)CC2)n1 (some centres undefined)	1%	-2%	-0.4	i	i	/	-0.7%	-13%	-6%
COC(=O)c1ccc2c(c1)N(CC(=O)Nc1ccc(C)c(C)c1)C(=O)c1ccccc1S2	3%	1%	/	i	/	/	-1.2%	/	-1%
Cc1ccc(-n2cc(CN(C)Cc3ncc[nH]3)c(-c3cccc(C)c3)n2)cc1	-5%	-24%	-1.7	?	i	0%	4.1%	-21%	?
CN(Cc1ccc(F)cc1)C(=O)c1ccc(NS(=O)(=O)c2ccccc2)cc1	-4%	-2%	-3.2	i	i	-5%	2.4%	-12%	-13%
CC(=O)c1cccc(NC(=O)N2CCC(NC(=O)c3ccco3)CC2)c1	-16%	-5%	0.1	i	i	0%	-0.7%	-1%	-3%
O=C(N/N=C/c1ccc([N+](=O)[O-])o1)c1ccccc1NS(=O)(=O)c1cccs1	0%	-60%	0.7	?	i	1%	?	-13%	?
CC(NC(=O)CSc1nc2ccccc2c(=O)n1CCCO)c1ccccc1 (centres undefined)	1%	-10%	1.5	i	i	2%	-0.6%	13%	-10%
Cc1ccc(/C=C2/SC(=S)N(CCC(=O)N3CCN(C)CC3)C2=O)cc1	?	-24%	-2.3	/	i	3%	29%	?	9%
CC(C)C(NC(=O)C1CCCCC1)C(=O)Nc1ccncc1 (centres undefined)	3%	-1%	0.9	i	i	-4%	0.0%	/	-25%
Cc1n[nH]c(=O)c2ccccc12	0%	3%	-0.1	i	i	1%	-0.4%	-21%	1%
c1ccc(-c2noc(-c3ccc4c(c3)OCO4)n2)nc1	0%	1.6µM*	-5.1	i	i	-3%	-2.8%	?	-10%
Cc1ccc(C)c(NC(=O)Cn2nnc(C(=O)NCCc3ccccc3)c2N)c1	2%	2%	/	/	/	/	0.1%	?	1%
CCOc1ccccc1NC(=O)CSc1nnc(-c2cccnc2)o1	-1%	-1%	-1.7	i	i	-18%	7.7%	12%	2%
CCC(=O)OC1(C)C(=O)C=C2C=C(c3ccc(C#N)cc3)OC=C2C1=O (centres undefined)	-6%	-5%	-2.2	i	i	/	0.5%	-14%	-6%
NNc1nnc(-c2ccccc2)c(-c2ccccc2)n1	?	-8%	-0.2	i	/	0%	-1.5%	?	-21%
COc1ccc(CC(=O)N(Cc2cc3cc(OC)ccc3[nH]c2=O)C(C)C)cc1	7%	-2%	-0.9	i	i	0%	0.5%	/	0%
COc1ccc(CCNC(=O)Cc2cccs2)cc1	13%	0%	2.6	i	i	1%	-0.6%	9%	8%
COc1ccc(N(CC(=O)Nc2cccc(Cl)c2)S(=O)(=O)c2c(C)[nH]c(=O)[nH]c2=O)cc1	-7%	-1%	/	i	/	/	3.3%	4%	-8%
Brc1cc(Br)c2nc3c(cc2c1)CCC3	2%	-13%	-0.5	i	i	-13%	0.2%	2%	-13%
Cn1c2ccccc2c2cnn(CC(=O)O)c(=O)c21	-6%	-4%	-0.1	i	i	-2%	2.3%	-3%	0%
CCc1ccc(OCc2n[nH]c(=S)n2C(C)CCCC(C)C)cc1 (centres undefined)	?	-118%	-0.4	?	i	2%	-0.8%	?	?
CSc1cccc(NC(=S)N2CCC(N(C)C3CCCCC3C)CC2)c1 (centres undefined)	2%	-34%	-3.9	i	i	-3%	1.5%	?	-16%
CCN(C(=O)C(C)Sc1ccc(S(=O)(=O)N2CCOCC2)cn1)c1ccccc1 (centres undefined)	0%	-34%	0.3	i	i	-3%	-0.4%	?	-15%
Cc1ccc(-c2nc(C(=O)Nc3cccc(C#N)c3)c3n2CCCCC3)cc1	9%	-36%	/	i	/	/	-0.2%	?	-2%
O=C(Nc1ccccc1)c1cnc[nH]1	-4%	4%	-0.7	i	i	1%	3.1%	5%	9%
COc1ccc(NC(C)=O)cc1NS(=O)(=O)c1ccc2c(c1)OCCO2	5%	-68%	-0.6	i	i	2%	-1.1%	6%	?

An unsorted share of the library; about 4.4% have a hit in one of these screens.
